# Screening results deposited in PubChem BioAssay by several laboratories.
# GalR3 antag – GalR3 antagonists in HEK293 cells, primary screen, cell-based, fluorescence readout; Galanin receptor type 3 (Homo sapiens), O60755; HEK293 GalR3-CNG cAMP membrane potential fluorescence; galR3 body fused to GalR1 C-terminus; inhibition, % at 3 µM; hit rate 0.44% among 360,000;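 active = inhibition above the screen-wide average plus 3 SD, cut at about 13% in these data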;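 note: forskolin and galanin both at EC90 stimulate the cells; cAMP rise reported by CNG channel membrane potential dye signal; 0% = forskolin plus galanin with DMSO and 100% = forskolin alone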
# Target sequence (O60755 1-299 limits assumed): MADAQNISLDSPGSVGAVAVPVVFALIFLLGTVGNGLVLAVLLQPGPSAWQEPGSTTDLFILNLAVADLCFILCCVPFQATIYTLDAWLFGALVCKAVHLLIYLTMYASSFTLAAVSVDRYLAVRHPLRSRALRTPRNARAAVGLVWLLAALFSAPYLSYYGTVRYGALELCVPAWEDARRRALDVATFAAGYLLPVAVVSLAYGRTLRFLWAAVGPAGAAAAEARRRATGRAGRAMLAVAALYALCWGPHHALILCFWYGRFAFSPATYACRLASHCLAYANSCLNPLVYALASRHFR
# OXTR potentiator – human OXTR potentiators, primary screen, fluorescence, CHO-OTR cells, Fluo-8 calcium. Oxytocin receptor (Homo sapiens), P30559. Fluo-8 calcium fluorescence, potentiator mode; 0% = oxytocin EC15, 100% = EC100. activation, % at 3 µM. hit rate 0.061% among 320,000. AID 2445, 2010;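 active = activation above that plate's cutoff, the mean activation of tested compounds plus 3 SD, cut at about 6.6% in these data, passing the limit was not always enough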;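 note: 100% uses oxytocin at 75 nM as the full agonist control; some results filed as inactive read as strong as hits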
# Target sequence (P30559 whole entry, looked up): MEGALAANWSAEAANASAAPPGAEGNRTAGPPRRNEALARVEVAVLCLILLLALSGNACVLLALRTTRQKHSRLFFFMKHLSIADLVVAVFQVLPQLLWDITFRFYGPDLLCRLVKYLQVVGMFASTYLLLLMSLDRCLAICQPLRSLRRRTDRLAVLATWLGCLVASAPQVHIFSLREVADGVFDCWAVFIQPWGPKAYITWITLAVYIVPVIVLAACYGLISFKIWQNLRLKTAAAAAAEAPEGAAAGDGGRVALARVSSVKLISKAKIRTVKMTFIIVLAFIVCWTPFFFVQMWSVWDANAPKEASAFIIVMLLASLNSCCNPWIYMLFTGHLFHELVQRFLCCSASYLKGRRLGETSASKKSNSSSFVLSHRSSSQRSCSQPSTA
#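 Material: CHO-OTR cells, human receptor; compound dosing: single dose, 3.0 µM nominal final compound concentration; schedule: 6 min compound pre-incubation at room temperature, 100 s kinetic read; measured by: kinetic Fluo-8 calcium fluorescence; read-out basis: % activation vs EC15 and EC100 oxytocin; controls: EC15 oxytocin alone as 0%, 75 nM oxytocin as 100%; replicates: singlicate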
# MEKK2mut PB1 HTS – MEK5 binding signal on mutant MEKK2 PB1, primary screen, biochemical, multiplex bead flow cytometry, Alexa488-MEK5; hit rate 0.35% among 290,000; percent response, % at 10 µM; Alexa488-MEK5 binding to MEKK2 mutant; in the data active = percent response above about 24%, passing the limit was not always enough; note: inactives centre near 1; some results filed as inactive read as strong as hits
# NALP1 inh – NALP1 inflammasome inhibitors in reconstituted yeast, colorimetric, S. cerevisiae, triplicate retest | inhibition, % at 10 µM | hit rate 0.61% among 280,000 | S. cerevisiae NALP1/ASC/caspase-1 growth, X-gal OD620, 72 h; in the data active = inhibition mostly above about 24%, no sharp cut-off; inactive = mostly below about 32%; note: some compounds called inactive have numbers as strong as hits
# V1R ag counter – agonists of human V1a receptor, primary screen, counter-screen for OXTR agonist project, fluorescence, CHO-V1R cells; Vasopressin V1a receptor (Homo sapiens), P37288; Fluo-8 calcium fluorescence, agonist mode; 0% DMSO, 100% 3 nM vasopressin; activation, % at 3 µM; hit rate 0.25% among 320,000; AID 2797, 2010;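 active = activation above the mean activation of all tested compounds plus 3 SD, per screening run, cut at about 20% in these data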;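 note: signal is peak over basal fluorescence ratio across a 100 second FLIPR read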
# OXTR agonist – human OXTR agonists, primary screen, fluorescence, CHO-OTR cells, Fluo-8 calcium; Fluo-8 calcium fluorescence; normalized: DMSO 0%, oxytocin 100%; hit rate 0.32% among 320,000; activation, % at 3 µM; AID 2435, 2010; Oxytocin receptor (Homo sapiens), P30559;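 active = activation above the mean of all tested compounds plus 3 SD, cutoff set per screening run, cut at about 20% in these data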;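 note: peak over basal fluorescence ratio from a 100 s FLIPR kinetic read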
# GPR7 antag – GPR7 receptor antagonists, primary screen, cell-based, fluorescence, single concentration; inhibition, % at 4.4 µM; Neuropeptides B/W receptor type 1 (Homo sapiens), P48145; hit rate 1.1% among 290,000; GPR7-expressing cells, fluorescence antagonist assay; in the data active = inhibition above about 16%, passing the limit was not always enough;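 note: cells stimulated with the agonist NPW; 0% = agonist with vehicle and 100% = vehicle without agonist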
# Target sequence (P48145 whole entry, looked up): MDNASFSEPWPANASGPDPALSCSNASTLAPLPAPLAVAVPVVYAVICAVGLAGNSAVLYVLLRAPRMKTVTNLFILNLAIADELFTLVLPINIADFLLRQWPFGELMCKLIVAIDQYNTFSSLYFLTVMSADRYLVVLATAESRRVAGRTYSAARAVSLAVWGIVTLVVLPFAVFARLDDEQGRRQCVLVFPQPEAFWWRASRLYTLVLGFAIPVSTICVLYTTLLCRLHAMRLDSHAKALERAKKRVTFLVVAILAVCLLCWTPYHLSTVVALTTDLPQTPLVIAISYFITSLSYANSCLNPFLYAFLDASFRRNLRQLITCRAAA
# PfM18AAP inh – PfM18AAP inhibitors, malaria aminopeptidase, primary screen, biochemical, QFRET, recombinant enzyme. M18 aspartyl aminopeptidase (Plasmodium falciparum 3D7). H-Glu-NHMec fluorogenic cleavage. inhibition, % at 7.35 µM. hit rate 1.2% among 290,000;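 active = inhibition above the campaign mean inhibition over all tested compounds plus 3 SD, cut at about 28% in these data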;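 note: 0% = plate median of test compound wells and 100% = 2 mM ZnCl2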
# MEKK2 WT-MEK5 – modulators of MEK5 binding to wildtype MEKK2, primary screen, biochemical, multiplex bead flow cytometry, Alexa488-MEK5; hit rate 1.1% among 290,000; Mitogen-activated protein kinase kinase kinase 2 (Homo sapiens), Q9Y2U5; Alexa488-MEK5 binding to MEKK2 WT; actives lie on both sides; binding response (% of control), % at 10 µM; in the data active = binding response below about 67% or above about 130%
# * hit, by the source's call; . = no result given; [ ] = dose if it differs, or a comment.
# Values run as follows: GalR3 antag, OXTR potentiator, MEKK2mut PB1 HTS, NALP1 inh, V1R ag counter, OXTR agonist, GPR7 antag, PfM18AAP inh, MEKK2 WT-MEK5
1: CCCCNC(=O)N1CCN(c2ccnc3cc(Cl)ccc23)CC1
  ., -25, 2, 5, 10, 13, 10, 2, 106
2: CN1CCN(c2nc3c(c(=O)n(C)c(=O)n3C)n2Cc2ccccc2F)CC1
  -5, -9, 0, 18, 0.3, -0.7, 1, -16, 105
3: CN(C)C(=O)c1cc(C(=O)c2ccc(Cl)cc2Cl)c[nH]1
  -9, -19, 4, 10, 6.1, 4.6, 24, -11, 106
4: O=C(Nc1ncnc2sc3c(c12)CCC3)c1ccco1
  -2, -3, 1, 5, 0.0, -0.6, -8, 4, 98
5: O=C(Nc1cccc(S(=O)(=O)N2CCCC2)c1)c1ccc2c(c1)OCO2
  -5, -6, 10, 27, 3.7, 2.4, -11, 0, 107
6: CNC(=S)NNC(=O)c1sc2cc(C(F)(F)F)cnc2c1-c1cccnc1
  -4, 6, 2, -15, -0.2, 1.3, -25, 13, 103
7: CNC(=S)Nc1cc(S(=O)(=O)Nc2cc(Cl)ccc2Cl)ccc1N1CCCC1
  -12, -6, -2, 2, 2.9, -0.9, 0, 1, 101
8: Cc1nnc(SCc2cc(=O)[nH]c(/N=C(\N)Nc3ccccc3Sc3ccccc3)n2)s1
  -7, -9, 2, 1, 0.6, 2.7, -3, 1, 99
9: CC(=O)NCCNC(=O)CCNC(=O)c1ccc(Cl)cc1
  -2, -10, -2, -6, 0.2, 0.1, -1, -12, 101
10: S=C(NC1CC1)N1CCN(C(=S)NC2CC2)CC1
  -1, -3, -3, 8, -0.3, 0.1, -8, -10, 97
11: O=C(O)C[C@H]1c2cc(C(F)(F)F)ccc2S(=O)(=O)N1C1CCCC1
  -4, -12, 2, ., -0.4, 0.8, ., ., 98
12: CCCCOC(=O)Nc1nnc(CCc2ccccc2)s1
  -1, 1, -1, 8, -0.6, -1.7, -4, 2, 100
13: CC(=O)NC1(c2nnnn2CCOC(=O)Nc2ccc(Cl)cc2)CCCC1
  -2, -5, 10, 16, 0.0, -0.6, -17, -1, 110
14: O=[N+]([O-])c1cccc(CN2[C@@H](Cc3ccccc3)COCCS2(=O)=O)c1
  -2, -15, -2, ., 0.0, 2.2, ., ., 102
15: CCOC(=O)c1sc(NC(=O)CN2CCN(c3ccccc3)CC2)nc1C
  -9, 0, 1, 10, 1.8, -0.7, -6, 5, 104
16: S=C1NCCNC(=S)NCCOCCN1
  -1, -11, 4, 14, 0.6, -1.7, -1, -3, 101
17: CCc1ccccc1N(CC(=O)NC1CCCC1)C(=O)CNC(=O)c1cccs1
  -5, -1, 4, 3, -0.2, 1.1, -2, -2, 100
18: Cc1cccc(NC(=O)N(Cc2cc3cc(C)cc(C)c3[nH]c2=O)CC2COCCO2)c1 (stereo unspecified)
  -4, 5, -4, -15, -0.9, -1.2, -3, -1, 101
19: CCOc1cccc(-c2nn(-c3ccccc3)cc2/C=C(/C#N)C(=O)NCCCn2ccnc2)c1
  -2, -10, 2, 11, 0.4, 0.7, -1, 6, 121
20: CCOP(=O)(c1ccccc1)c1nc(-c2ccccc2Cl)oc1N1CCCCC1 (stereo unspecified)
  -7, -10, 2, 7, -0.7, -1.0, -13, -3, 104

# 15 entries out of the list, sorted by molar mass, falling:
# Values run as follows: GalR3 antag, OXTR potentiator, MEKK2mut PB1 HTS, NALP1 inh, V1R ag counter, OXTR agonist, GPR7 antag, PfM18AAP inh, MEKK2 WT-MEK5
8: Cc1nnc(SCc2cc(=O)[nH]c(/N=C(\N)Nc3ccccc3Sc3ccccc3)n2)s1
  -7, -9, 2, 1, 0.6, 2.7, -3, 1, 99
19: CCOc1cccc(-c2nn(-c3ccccc3)cc2/C=C(/C#N)C(=O)NCCCn2ccnc2)c1
  -2, -10, 2, 11, 0.4, 0.7, -1, 6, 121
7: CNC(=S)Nc1cc(S(=O)(=O)Nc2cc(Cl)ccc2Cl)ccc1N1CCCC1
  -12, -6, -2, 2, 2.9, -0.9, 0, 1, 101
18: Cc1cccc(NC(=O)N(Cc2cc3cc(C)cc(C)c3[nH]c2=O)CC2COCCO2)c1 (stereo unspecified)
  -4, 5, -4, -15, -0.9, -1.2, -3, -1, 101
20: CCOP(=O)(c1ccccc1)c1nc(-c2ccccc2Cl)oc1N1CCCCC1 (stereo unspecified)
  -7, -10, 2, 7, -0.7, -1.0, -13, -3, 104
17: CCc1ccccc1N(CC(=O)NC1CCCC1)C(=O)CNC(=O)c1cccs1
  -5, -1, 4, 3, -0.2, 1.1, -2, -2, 100
6: CNC(=S)NNC(=O)c1sc2cc(C(F)(F)F)cnc2c1-c1cccnc1
  -4, 6, 2, -15, -0.2, 1.3, -25, 13, 103
13: CC(=O)NC1(c2nnnn2CCOC(=O)Nc2ccc(Cl)cc2)CCCC1
  -2, -5, 10, 16, 0.0, -0.6, -17, -1, 110
15: CCOC(=O)c1sc(NC(=O)CN2CCN(c3ccccc3)CC2)nc1C
  -9, 0, 1, 10, 1.8, -0.7, -6, 5, 104
11: O=C(O)C[C@H]1c2cc(C(F)(F)F)ccc2S(=O)(=O)N1C1CCCC1
  -4, -12, 2, ., -0.4, 0.8, ., ., 98
9: CC(=O)NCCNC(=O)CCNC(=O)c1ccc(Cl)cc1
  -2, -10, -2, -6, 0.2, 0.1, -1, -12, 101
3: CN(C)C(=O)c1cc(C(=O)c2ccc(Cl)cc2Cl)c[nH]1
  -9, -19, 4, 10, 6.1, 4.6, 24, -11, 106
12: CCCCOC(=O)Nc1nnc(CCc2ccccc2)s1
  -1, 1, -1, 8, -0.6, -1.7, -4, 2, 100
4: O=C(Nc1ncnc2sc3c(c12)CCC3)c1ccco1
  -2, -3, 1, 5, 0.0, -0.6, -8, 4, 98
16: S=C1NCCNC(=S)NCCOCCN1
  -1, -11, 4, 14, 0.6, -1.7, -1, -3, 101

# The list goes on.
# Values run as follows: GalR3 antag, OXTR potentiator, MEKK2mut PB1 HTS, NALP1 inh, V1R ag counter, OXTR agonist, GPR7 antag, PfM18AAP inh, MEKK2 WT-MEK5
21: CC(c1ccccc1)c1nnc(NC(=O)c2ccc3c(c2)OCO3)s1 (stereo unspecified)
  -1, -14, -9, ., 0.7, -2.3, 9, -3, 83
22: Cc1cccc(N2CCN(C(=S)Nc3ccc4nc(N5CCN(C)CC5)cc(C)c4c3)CC2)c1C
  0, ., -39, 20, ., ., -30, 1, 47*[inhibitor]
23: COc1ccc2c(c1)c(CC(=O)Nc1ccc(C(C)=O)cc1)c(C)n2C(=O)c1ccc(Cl)cc1
  -7, -1, 1, ., 1.0, 0.7, 19, 6, 92
24: Cc1ccc(NC(=O)C(Nc2cccc(C)c2)c2ccccc2)cc1 (stereo unspecified)
  -6, -1, -1, ., -1.2, -0.7, -1, -3, 115
25: COc1cc(Cl)ccc1OCc1cc(C(=O)NCC(C)(C)N2CCOCC2)no1
  -2, ., 3, -3, ., ., 20, 1, 99
26: COc1cc(C(=O)Nc2ccc(NC(=O)C3CC3)nc2)cc(OC)c1OC
  -2, -15, 2, 13, -0.4, -0.5, -14, 2, 103
27: Cc1ccc(NC(=O)CN(c2ccccc2F)S(C)(=O)=O)cc1
  -2, -5, 4, -1, 0.0, -0.2, 8, -2, 103
28: Cc1cc(NC(=O)CSc2nccn2C)n(-c2ccccc2)n1
  1, 5, 2, ., 0.5, 1.7, -7, -1, 97
29: CN1CCc2c(sc(NC(=O)c3cc(Cl)sc3Cl)c2C(N)=O)C1
  ., -4, 3, 29, 0.8, 2.0, 9, 13, 108
30: CCOC(=O)C1(C)C=C(Nc2ccc(NC(C)=O)cc2)C(=O)N1c1ccc(NC(C)=O)cc1 (stereo unspecified)
  0, -3, -3, 0, 0.3, 1.0, -2, 7, 100
31: CCOc1ccc(Nc2nc3ccccc3c(=O)s2)cc1
  0, 3, -3, ., 1.0, -0.3, -14, 0, 106
32: COc1cc(-c2nnc3sc(-c4ccco4)nn23)cc(OC)c1OC
  -4, -5, 0, -1, 0.3, -0.1, -7, -2, 100
33: COC(=O)c1c(NC(=O)CN2CCCC(C)C2)c2c(C)cccc2n1C (stereo unspecified)
  -3, 0, 3, 16, -1.3, -0.5, 26*, 6, 106
34: N/C(CS(=O)(=O)c1ccccc1)=N\OC(=O)c1ccc(F)cc1
  -4, -3, 1, 0, 0.1, -1.4, -5, 0, 100
35: Cc1ccc(-n2c(O)c(C=NC3CCS(=O)(=O)C3)c3ccccc3c2=O)cc1C (stereo unspecified)
  -7, -8, 3, 14, 0.6, -0.2, 2, 2, 105
36: COc1ccc(S(=O)(=O)N2CCC3(CC2)CC(=O)c2ccccc2O3)cc1OC
  -4, -1, ., ., 0.4, 0.3, ., ., .
37: O=C(NC1CCCCCCC1)c1cccs1
  -8, -10, -2, 18, -0.2, -0.7, -7, -10, 101
38: Cc1nn(C)c(C)c1C1C(C#N)=C(N)Oc2n[nH]c(C)c21 (stereo unspecified)
  -12, 7, 0, 32, -0.8, 1.5, -4, -18, 97
39: O=C(NC(=S)Nc1ccc(S(=O)(=O)Nc2ncccn2)cc1)c1ccc(Br)cc1
  -7, -10, -6, -3, 1.2, 0.1, -6, -11, 93
40: Cc1ccc(C(=O)Nc2ccccc2C(=O)NC(Cc2ccccc2)C(=O)O)cc1 (stereo unspecified)
  0, -3, -1, 18, 0.4, -0.6, 9, 3, 101
41: O=C(O)c1c2c(nc3ccccc13)-c1ccccc1CC2
  -7, -5, -2, 5, 0.2, 1.0, -10, -4, 98
42: Cc1cccc2cc(COC(=O)COc3ccccc3)c(=O)[nH]c12
  -1, -4, 7, 1, 1.0, -0.1, -10, -6, 105
43: O=C(CCl)NN=C(c1ccccc1)c1ccccc1
  -7, 2, -9, -30, 0.2, -1.6, -5, 11, 90
44: O=C(NCc1ccccc1)C(Cc1ccccc1)N1C(=O)C2C3CCC(C3)C2C1=O (stereo unspecified)
  2, -4, 3, -12, -0.3, -1.0, -8, -10, 101
45: CC(C)CNc1cc(Cl)c(S(=O)(=O)NCC(C)C)cc1C(=O)O
  -1, 4, -1, 8, 0.8, 0.0, 1, 11, 100
46: CSc1nc2cc(Cl)ccc2s1
  -4, 4, 1, 9, 0.7, -0.1, -5, -1, 101
47: Cc1cccc(-n2c(SCC(=O)NCc3ccco3)nnc2-c2ccco2)c1
  -3, 0, 3, ., -1.5, -1.2, -17, 5, 107
48: N#Cc1c(NC(=O)c2ccc(-c3ccccc3[N+](=O)[O-])o2)sc2c1CCCC2
  -3, -9, 1, 20, 0.7, 0.6, -1, -14, 102
